Source: PubChem (several laboratories)
Tat transport – E. coli Tat export inhibitors, primary screen, MC4100, TorA-mCherry reporter, fluorescence, single point | inhibition, % at 10 µM | 0.036% of 340,000 active | AID 488895, 2010;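 active = mean replicate inhibition at least 50% and at least half of replicates individually reaching 50%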;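 also: exported cargo escapes ClpAP degradation while cytoplasmic cargo is degraded and loses fluorescence; 0% = median of neutral control wells and 100% = median of NaSCN control wells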
Arr AP2 block – inhibitors of beta-arrestin/AP2 binding, primary screen, biochemical, GPCR trafficking, flow cytometry | inhibition, % at 10 µM | FITC-arrestin peptide / GST-AP2 beads; AP2 beta2 appendage carries R879A mutation | beta-arrestin 1 C-terminal peptide binding to AP2 beta2-adaptin appendage (human) | 0.31% of 340,000 active;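 active = inhibition above a set limit, near 3 SD of compounds lacking own fluorescence, cut at about 54% in these data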;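 also: plate controls were DMSO wells for no effect and 5 µM unlabelled arrestin peptide for full effect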
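System: GST-AP2 R879A glutathione beads. Medium: PBS with 0.05% Tween 20 and 0.1% BSA. Also added: FITC-arrestin peptide, 50 nM. Incubation: 12 min plus 1 h, RT. Measured by: high-throughput flow cytometry of beads, ex 488, em 535 nm. Evaluation: percent drop in bead-associated FITC signal.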
PfHsp90 yeast 2 – growth inhibition of PfHsp90-expressing yeast, primary screen, antimalarial PfHsp90 inhibitor project, S. cerevisiae, BacTiter-Glo luminescence, single point, set 2; BacTiter-Glo ATP, 48 h; yeast lacking PDR1 and PDR3 efflux regulators; inhibition, % at 9.4 µM; 0.32% of 310,000 active; AID 504621, 2011;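 active = every replicate shows inhibition above about 80%, whatever the replicate mean, limit read from the data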;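 also: 0% = DMSO neutral controls and 100% = 20 µM radicicol positive controls; yeast relying on Plasmodium falciparum Hsp90 in place of its own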
OPRM1-OPRD1 inv – inverse agonists of MOR-DOR heterodimerization, primary screen, cell-based, luminescence | 0.21% of 340,000 active | Mu-type opioid receptor (Homo sapiens) + Delta-type opioid receptor (Homo sapiens), … | cell-based MOR-DOR heterodimer luminescence, inverse agonism | inhibition, % at 9.3 µM; in the data active = inhibition above about 22%, passing the limit was not always enough;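 also: 0% = cells with DMSO and 100% = wells without cells with DMSO; values of inactives mirror those of a sister screen read the other way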
DSG3 Ab inh – inhibitors of pemphigus antibody binding to DSG3, primary screen, biochemical, bead-based, flow cytometry, scFv-GFP; DSG3-coupled beads, scFv-anti-DSG3-GFP binding; stronger effect = lower value; 0.48% of 310,000 active; AID 588358, 2011; binding (percent of control), % at 10 µM;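 active = binding more than 3 SD below its plate's average and above zero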;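 also: hits lower antibody fragment binding to DSG3; some compounds called inactive have numbers as strong as hits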
Target sequence (P32926 whole entry, looked up, the tested form may be a part): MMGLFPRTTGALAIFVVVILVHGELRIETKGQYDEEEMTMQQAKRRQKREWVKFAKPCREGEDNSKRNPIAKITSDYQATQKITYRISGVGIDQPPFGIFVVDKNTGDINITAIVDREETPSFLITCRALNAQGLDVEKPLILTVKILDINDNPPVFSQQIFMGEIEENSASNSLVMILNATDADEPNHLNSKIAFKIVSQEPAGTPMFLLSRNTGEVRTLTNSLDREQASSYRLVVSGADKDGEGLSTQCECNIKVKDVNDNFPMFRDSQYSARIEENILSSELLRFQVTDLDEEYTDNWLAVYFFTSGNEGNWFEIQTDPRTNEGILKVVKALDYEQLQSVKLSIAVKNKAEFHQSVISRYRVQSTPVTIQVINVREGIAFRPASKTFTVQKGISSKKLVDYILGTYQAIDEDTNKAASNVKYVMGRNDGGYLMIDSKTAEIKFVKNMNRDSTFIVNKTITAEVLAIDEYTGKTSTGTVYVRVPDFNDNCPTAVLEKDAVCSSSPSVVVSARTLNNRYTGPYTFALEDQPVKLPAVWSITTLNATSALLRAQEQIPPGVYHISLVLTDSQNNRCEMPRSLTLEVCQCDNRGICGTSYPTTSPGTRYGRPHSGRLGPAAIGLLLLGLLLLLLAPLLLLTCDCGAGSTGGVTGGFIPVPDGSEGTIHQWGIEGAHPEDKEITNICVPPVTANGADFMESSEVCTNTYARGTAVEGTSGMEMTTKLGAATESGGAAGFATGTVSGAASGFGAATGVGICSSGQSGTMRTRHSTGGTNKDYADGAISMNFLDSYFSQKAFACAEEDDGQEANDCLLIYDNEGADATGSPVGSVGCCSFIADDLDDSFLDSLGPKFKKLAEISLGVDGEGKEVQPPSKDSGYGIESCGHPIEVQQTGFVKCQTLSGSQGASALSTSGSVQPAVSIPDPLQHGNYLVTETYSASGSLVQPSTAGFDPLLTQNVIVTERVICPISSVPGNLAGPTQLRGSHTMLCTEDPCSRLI
PKA-R1A act – activators of PKA-R1A holoenzyme, primary screen, biochemical, fluorescence polarization, Cy5-IP20, bovine R1A, mouse PKAc. cAMP-dependent protein kinase type I-alpha regulatory subunit (Bos taurus) + …. AID 504707, 2011. 0.083% of 340,000 active. activation, % at 11.4 µM. PKA-R1A dissociation; scaled: DMSO 0%, 113 µM cGMP 100%;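 active = percent activation above the mean of all tested compounds plus 3 SD, cut at about 19% in these data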;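 also: higher means more PKAc released from R1A so a rise in polarization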
phage Ecoli inh – growth loss of phage-infected E. coli, primary screen, RecBCD inhibitor project, absorbance, with phage, HTS. inhibition, % at 11.9 µM. 0.26% of 360,000 active; in the data active = inhibition above about 11%
Mot1-301 SUMO – yeast Mot1-301 growth rescue at high temperature, primary screen, SUMOylation pathway inhibitor project, S. cerevisiae, ATP luminescence, 38.5C | AID 2716, 2010 | S. cerevisiae Mot1-301 growth rescue; percent above DMSO median, 100 means doubled | growth rescue, % at 18.8 µM | 1% of 320,000 active;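 active = every valid replicate shows activation above 250% relative to neutral control wells; inactive = the rest, any valid replicate at or below 250%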;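 also: OY570 slx delta 5 strain wells were the positive control but not used for scaling; some compounds called inactive have numbers as strong as hits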
MOR-DOR ag – agonists of OPRM1-OPRD1 heterodimerization, primary screen, cell-based, luminescence. Mu-type opioid receptor (Homo sapiens) + Delta-type opioid receptor (Homo sapiens), …. cells. activation, % at 9.3 µM. 0.3% of 340,000 active. AID 504326, 2011; in the data active = activation above about 18%;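 also: 0% = vehicle-treated cells and 100% = reference agonist; values of inactives mirror those of a sister screen read the other way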
E coli growth – E. coli V3065 growth inhibition, primary screen, counter-screen for AddAB inhibitor project, absorbance, OD600. 18 h. inhibition, % at 11.9 µM. 0.27% of 330,000 active. AID 449728, 2010;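 active = inhibition above the campaign's mean inhibition across all tested compounds plus 3 SD, cut at about 9.9% in these data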;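 also: uninfected addAB+ strain grown without phage in ampicillin broth; 0% = DMSO wells and 100% = ciprofloxacin 0.95 µg/ml wells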
AddAB inh – growth inhibition of E. coli expressing H. pylori AddAB, primary screen, AddAB inhibitor project, absorbance | AID 435030, 2010 | inhibition, % at 11.9 µM | 0.29% of 330,000 active; in the data active = inhibition above about 12%;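 also: 0% = vehicle wells of infected cells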
Numbers without * were called inactive; i = inactive; / = no result given. Not a hit list; about 2.8% have a hit in one of these screens.

The first 2 records (preview)
SMILES | Tat transport | Arr AP2 block | PfHsp90 yeast 2 | OPRM1-OPRD1 inv | DSG3 Ab inh | PKA-R1A act | phage Ecoli inh | Mot1-301 SUMO | MOR-DOR ag | E coli growth | AddAB inh
Cc1cc(OC2CCCCC2)nc(-c2ccccc2O)n1 | -1 | -6 | / | -6 | 97 | 15 | 3.3 | 42 | 1.3 | -0.6 | 0.2
CCOc1ccc(NC2=C(Cl)C(=O)N(C3CCCCC3)C2=O)cc1 | -3 | 7 | 21 | -21 | 79 | -1 | 2.5 | -10 | 4.1 | -0.4 | -1.1

The list itself, repeating the preview:
SMILES | Tat transport | Arr AP2 block | PfHsp90 yeast 2 | OPRM1-OPRD1 inv | DSG3 Ab inh | PKA-R1A act | phage Ecoli inh | Mot1-301 SUMO | MOR-DOR ag | E coli growth | AddAB inh
Cc1cc(OC2CCCCC2)nc(-c2ccccc2O)n1 | -1 | -6 | / | -6 | 97 | 15 | 3.3 | 42 | 1.3 | -0.6 | 0.2
CCOc1ccc(NC2=C(Cl)C(=O)N(C3CCCCC3)C2=O)cc1 | -3 | 7 | 21 | -21 | 79 | -1 | 2.5 | -10 | 4.1 | -0.4 | -1.1
O=C(C1CCCN(S(=O)(=O)c2ccc(Br)cc2)C1)N1CCN(Cc2ccccc2)CC1 (stereo unspecified) | -6 | 27 | 18 | 0 | 103 | -8 | 0.2 | -1 | -0.1 | 2.7 | 2.7
COc1c(Cl)cc(C(=O)Nc2ccc(Cl)cn2)cc1Cl | -2 | -8 | -30 | -22 | 106 | -11 | 2.2 | 3 | 5.2 | 2.2 | 2.2
CC1CCc2nc3ccccc3c(C(=O)OCC(=O)N3CCc4ccccc43)c2C1 (stereo unspecified) | 1 | 6 | 0 | -26 | 94 | 5 | 0.6 | 12 | 4.3 | -3.6 | -1.2
O=C(CNc1cccc(S(=O)(=O)N2CCCCC2)c1)Nc1cccc(F)c1 | 1 | -14 | / | -19 | / | 10 | 2.4 | -8 | 3.7 | -0.9 | -0.7
COc1ccccc1-n1ccnc(SCC(=O)NC2CCCCC2)c1=O | 7 | -17 | 24 | 3 | 97 | -1 | 0.2 | 10 | -0.5 | -2.5 | 0.4
Cc1c(C(=O)Oc2ccc(Cl)cc2)n(C)oc1=O | 3 | 2 | 9 | -2 | 105 | 9 | 1.9 | -12 | 0.3 | -3.5 | -1.9
CCCOc1ccc(Cc2c(Cl)nc(SC)nc2OC)cc1 | 3 | -7 | -7 | -4 | 85 | 0 | 3.8 | -20 | 0.9 | 2.0 | 1.1
CC/C(=N\NC(=O)c1c[nH]c2ccccc12)c1cccs1 | -23 | 2 | -19 | 6 | 92 | -2 | 2.8 | -2 | -1.0 | 4.6 | 2.0
O=C(Nc1cccnc1Cl)c1cc(-c2ccc(Cl)cc2)on1 | 9 | 25 | 4 | 0 | 104 | -3 | 5.8 | -7 | 0.0 | -1.8 | 0.8
CCn1c(Cc2ccccc2)nnc1SCC(=O)Nc1nccs1 | 0 | -2 | -8 | 12 | 99 | -5 | 2.8 | 1 | -2.1 | 1.1 | 2.1
COC(=O)/C(=N/Nc1ccccc1C)Sc1nnc(C(O)c2ccccc2)n1-c1ccccc1 (stereo unspecified) | -4 | -9 | 15 | 9 | 83 | -1 | 3.9 | 6 | -1.9 | -2.5 | 0.8
C#CCNC(=O)C1=C[C@@H](c2ccccc2)C[C@@H](OCCCCO)O1 | -2 | -5 | 11 | 8 | 108 | -3 | 0.2 | 8 | -1.3 | 0.9 | -0.6
CN(C)c1cccc(NC(=O)Cc2ccc(F)cc2)c1 | -2 | 13 | 16 | 8 | 107 | -1 | 0.5 | 19 | -1.4 | 0.4 | 1.3
Fc1ccc(NC(=S)N2CCSC2c2cccs2)cc1 (stereo unspecified) | 1 | 2 | 8 | 6 | / | 8 | 2.4 | -2 | -1.3 | 0.5 | -0.3
Nc1nc2c(c3c1c(=O)oc1ccccc13)CCCCC2 | 1 | 4 | -23 | 12 | 107 | 1 | 2.0 | -16 | -2.1 | 1.5 | -0.3
COC(=O)c1c(S(N)(=O)=O)c2ccccc2n1C | 4 | 6 | -40 | -13 | 96 | 3 | 2.7 | -6 | 2.5 | 1.7 | -0.8
O=C(CSc1nc2cc3ccccc3cc2[nH]1)Nc1ccc(F)cc1 | -3 | 4 | / | -32 | 99 | -12 | 4.7 | 16 | 5.6 | 4.1 | 3.8
C=CCc1ccc(OCCCCCN2CCOCC2)c(OC)c1 | 1 | -2 | -15 | -1 | 96 | -8 | 1.5 | 276* | 0.3 | -0.7 | 1.2
COCCNC(=O)CN1N=C(c2ccc(C)cc2)CCC1=O | -7 | -4 | 17 | 10 | 98 | -15 | 1.9 | 4 | -2.1 | -0.9 | 0.1
CCOc1nc(N2CCOCC2)nc(N2CCOCC2)n1 | -6 | -31 | -2 | 4 | 171 | 13 | 4.6 | 4 | -0.8 | 0.7 | -1.9
CC(C)(C)NC(=O)CN(C(=O)c1csnn1)c1cccc2c1CCCC2 | -9 | -30 | 5 | 9 | 97 | -2 | 1.1 | 1 | -1.7 | -1.9 | -0.9
Cc1cc(NC(=O)/C=C/c2ccccc2Cl)no1 | 0 | 7 | -50 | -59 | 102 | -5 | 4.7 | -3 | 10 | 0.3 | 8.0
O=[N+]([O-])c1cc([N+](=O)[O-])c(Oc2cccc3c2CCCC3)cc1NN1CCCCC1 | -6 | 10 | 7 | 4 | 101 | -4 | -0.1 | / | -0.6 | / | /
Cc1cccc(-c2noc(CCC(=O)NCC3CCCO3)n2)c1 (stereo unspecified) | -3 | -7 | -1 | 14 | 96 | -1 | 0.8 | / | -2.5 | -2.2 | -0.3
CC1CCCC(C)N1C(=O)CSc1nnc(COc2cccc3cccnc23)o1 (stereo unspecified) | -1 | 16 | -2 | 12 | 96 | -13 | 0.8 | -3 | -2.2 | 1.0 | 1.0
O=C(CNC(=O)c1ccco1)OCc1cccc(Cl)c1 | -6 | 0 | 7 | 4 | / | -5 | 3.2 | -9 | -0.7 | 0.5 | 1.7
CC(C)(C)c1ccc(C(=O)NCCCn2ccnc2)cc1 | 1 | 1 | 5 | 17 | 104 | -2 | 3.0 | -2 | -3.6 | 0.6 | 1.5
O=C(NCc1ccc(F)cc1)c1cccc(NC2=NC3CS(=O)(=O)CC3S2)c1 (stereo unspecified) | -7 | 25 | -9 | 10 | 88 | -5 | 3.8 | 16 | -1.9 | 0.3 | 1.5
CC(C)(C)NC(=O)CSc1ncnc2c1nnn2Cc1ccccc1Cl | 9 | -3 | 0 | 3 | 104 | 0 | 1.6 | 157 | -0.5 | -2.1 | 1.6
Cc1ccccc1NC(=O)Cc1ccccc1 | -3 | -4 | -1 | 5 | 108 | -7 | 1.7 | -2 | -0.8 | 0.5 | 0.9
NCCc1nnc(SCc2ccccc2F)o1 | -6 | 0 | 7 | 7 | 101 | 4 | 4.3 | -3 | -1.6 | 0.8 | 4.9
CCN(CC)CCSc1nnc2c3ccccc3n(Cc3ccccc3)c2n1 | -9 | 4 | 0 | 7 | 98 | 5 | 0.0 | i | -1.2 | 1.9 | 0.3
O=C(CN(c1ccccc1)S(=O)(=O)c1ccc(F)cc1)NC1CCCCCC1 | 4 | 9 | 6 | 22 | 108 | -6 | 1.7 | -1 | -4.0 | 0.9 | 0.1
CCc1ccccc1Nc1nc(N)nc(COC(=O)C2=COCCO2)n1 | 1 | 24 | / | 16 | 98 | -5 | 5.0 | -19 | -4.1 | 1.1 | 1.4
COCCN(C(=O)c1csnn1)C(C(=O)NC1CCCCC1)c1ccccc1F (stereo unspecified) | -7 | -3 | -95 | 5 | 117 | 7 | -0.5 | -2 | -0.7 | -0.9 | 3.9
CCCCCCOc1ccc(N2C(=O)CC(SC(=NCC)NCC)C2=O)cc1 (stereo unspecified) | 0 | -11 | -12 | 16 | 99 | 8 | 1.2 | 387 | -3.1 | 0.9 | -1.0
Cc1n[nH]c(C)c1CCCCOc1ccccc1 | 0 | 0 | -11 | 9 | 108 | -11 | -3.0 | 25 | -1.8 | -1.2 | 1.1
O=C(O)c1cccnc1SCC(=O)C12CC3CC(CC(C3)C1)C2 | -5 | -5 | -5 | 16 | 87 | -2 | 3.1 | / | -3.1 | -0.3 | 1.8
C[C@@H]1CN([C@H](C)CO)C(=O)c2cccc(NC(=O)NC3CCCCC3)c2O[C@@H]1CN(C)C(=O)Nc1ccc(C(F)(F)F)cc1 | 24 | -4 | -8 | 3 | 108 | -13 | / | -7 | -0.5 | 1.3 | 1.9
CC(=O)Nc1cccc(NC(=O)CCN2C(=O)c3ccccc3S2(=O)=O)c1 | -11 | 28 | / | 1 | 102 | -3 | 1.2 | -1 | -0.2 | -0.3 | 2.7
COc1ccc(C)cc1NC(=O)c1nn(C)cc1Br | -1 | -14 | -18 | 8 | 115 | 4 | 4.0 | 14 | -1.5 | 1.6 | 1.4
CN1CCN(CC(=O)Nc2sc3c(c2C(=O)Nc2ccccc2)CCCC3)CC1 | -4 | 16 | -39 | 4 | 106 | 10 | 1.2 | -10 | -0.7 | -1.5 | 0.4
O=C(CCCCCn1c(=S)[nH]c2ccc(N3CCOCC3)cc2c1=O)NCc1ccccc1Cl | 0 | 17 | -7 | -35 | 100 | 1 | 1.7 | 7 | 6.8 | 1.2 | -1.5
O=c1c(Cc2ccccc2)c(O)c2cccc3c4c(n1c23)CCCC4 | 4 | -2 | -5 | 13 | 105 | -3 | 2.0 | 12 | -2.5 | 0.2 | -0.3
COc1ccc(-c2cc3ccccc3n2CC(O)CN2CCC(C)CC2)cc1 (stereo unspecified) | -9 | 0 | 3 | -7 | 112 | -4 | 1.7 | -9 | 1.4 | 0.7 | 2.2
Cc1ccc(S(=O)(=O)NC2CCCCCCC2)cc1 | -1 | -7 | -2 | -20 | 117 | 3 | 0.5 | 454* | 3.9 | -1.2 | 2.5
COc1ccc(C2(C)NC(=O)N(CC(=O)Nc3ccc(Br)cc3F)C2=O)cc1OC (stereo unspecified) | 0 | -3 | -9 | 7 | 107 | 4 | 0.2 | 143 | -1.0 | 0.8 | 2.5
COc1ccc(C2CC(c3cccs3)=NN2C(=O)c2ccc(Br)o2)cc1 (stereo unspecified) | -7 | 4 | 14 | -23 | 106 | -6 | -0.3 | 15 | 4.8 | 1.0 | 3.5
